Assay outcomes as filed in PubChem.
TTR transcr act – activators of transthyretin transcription; SH-SY5Y TTR promoter Gaussia luciferase, luminescence; 100% = recombinant luciferase protein wells; activation, % at 16.7 µM; hit rate 1.3% among 92,000;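 active = activation above the mean of all tested compounds plus 3 SD, cut at about 9.5% in these data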;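 note: cells exposed to compounds for one day before reading; 0% = median of all test compound wells on the plate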
Numbers without * were called inactive. These rows are one share of the data. The share of hits here may be higher or lower than overall.

Results for O=C1CCC[C@H]2C[C@H](NCc3ccc(F)cc3)CC[C@]23CCCN13 ?
TTR transcr act: 4.1

Results for CN(c1ccc(C(=O)N2CCOCC2)cc1[N+](=O)[O-])C1CCCCC1 ?
TTR transcr act: -1.9

What do the screens show for `O=[N+]([O-])c1ccccc1NCc1c(O)ccc2ccccc12`?
TTR transcr act: -1.7

Results for COC(=O)c1cc(CNC(=O)c2ccc(O)c(Cl)c2)ccc1OC ?
TTR transcr act: 1.9

Results for O=C(COC(=O)COc1ccccc1)Nc1ccc2c(c1)OCCO2 ?
TTR transcr act: -1.4

How did CCCC(=O)N1CCN(c2ccc(NC(=O)c3ccco3)cc2)CC1 do in these assays?
TTR transcr act: 0.0

How did O=C(NCCc1nccs1)C1CCC(=O)N(Cc2cccc(C(F)(F)F)c2)C1 (stereo unspecified) do in these assays?
TTR transcr act: 3.7

Results for COC(=O)[C@]12C[C@H](CC(=O)N3CCN(C(=O)c4ccco4)CC3)C(=O)N(Cc3ccc(Cl)cc3Cl)C1=C[C@H](COCc1ccccc1)O[C@@H]2C ?
TTR transcr act: -3.1

How did Cc1cc(C(=O)Oc2ccccc2C(=O)O)c(C)o1 do in these assays?
TTR transcr act: 1.7

Results for Fc1ccccc1CSc1ncn[nH]1 ?
TTR transcr act: -0.3

How did CN1CCN(S(=O)(=O)c2ccc(Oc3ccc(F)cc3Br)nc2)CC1 do in these assays?
TTR transcr act: -1.1

Results for O=C(COc1ccc(-c2nnco2)cc1)Nc1cc([N+](=O)[O-])ccc1F ?
TTR transcr act: 1.2

How did CCCC(=O)N/C(N)=N/c1nc2ccccc2o1 do in these assays?
TTR transcr act: -2.1

Results for CC(C)(C)OC(=O)N1CCC(c2c(C(=O)NC3CC3)cnn2-c2ccc(Cl)cc2)CC1 ?
TTR transcr act: 0.2

What do the screens show for `O=C(Nc1nncs1)c1cccc(S(=O)(=O)N2CCCCC2)c1`?
TTR transcr act: 0.8

What do the screens show for `C[C@@H]1Cn2cnc(C(=O)NCC(=O)OC(C)(C)C)c2C(=O)N1`?
TTR transcr act: 0.5

How did O=C(Nc1ccc(N2CCCC2)c(Cl)c1)c1ccc2c(c1)OCCO2 do in these assays?
TTR transcr act: 1.0

Results for CN(C)c1cccc(-c2ccnc(N3CCC(C(N)=O)CC3)n2)c1 ?
TTR transcr act: -1.6

What do the screens show for `CC(C)NS(=O)(=O)c1ccc(NC(=O)C(C)Oc2ccc(C(=O)c3ccccc3)cc2)cc1` (stereo unspecified)?
TTR transcr act: -3.3

Results for O=C1CC(N2CCN(c3ccc(F)cc3)CC2)C(=O)N1c1ccccc1 (stereo unspecified) ?
TTR transcr act: 0.9

What do the screens show for `COc1ccc(NC(=O)CCOc2ccc(C)cc2)c(OC)c1`?
TTR transcr act: 0.9

Results for COc1cccc(NC(=O)NCCCSC2CCCCC2)c1 ?
TTR transcr act: -0.2

Results for COc1ccccc1C(c1nnnn1Cc1ccco1)N1CCN(c2cccc(C)c2C)CC1 (stereo unspecified) ?
TTR transcr act: -1.3

Results for Cc1cccc(NC(=O)c2cc3n(n2)C(C(F)(F)F)CC(c2ccc4c(c2)OCO4)N3)c1 (stereo unspecified) ?
TTR transcr act: -1.0

How did O=C(CNCc1cccs1)Nc1ccc(N2CCCCCC2)cc1 do in these assays?
TTR transcr act: 1.4

What do the screens show for `CCCCc1ccc(NC(=S)NCc2cccnc2)cc1`?
TTR transcr act: -1.0

How did CC1CN(C(=O)COC(=O)c2cccc(S(=O)(=O)N3CCc4ccccc43)c2)CC(C)O1 (stereo unspecified) do in these assays?
TTR transcr act: -2.4

Results for O=C(CSc1nnnn1-c1ccccc1)NC(=O)NCc1ccco1 ?
TTR transcr act: 1.5

How did COc1ccc(CNC(=O)CSC(=S)N2CCCC2)cc1 do in these assays?
TTR transcr act: -0.9

How did COc1cccc(/C=N/NC(=O)C(=O)N2CCCC2)c1O do in these assays?
TTR transcr act: 0.6

How did CCOc1ccc(C(=O)O/N=C(\N)c2ccc([N+](=O)[O-])cc2)cc1OCC do in these assays?
TTR transcr act: 0.2

Results for O=C(/C=C/c1ccc(Cl)cc1)NCc1ccco1 ?
TTR transcr act: -0.9

What do the screens show for `Cc1ccc2c(c1)C1CN(C)CCC1N2C(=O)c1ccccc1NS(=O)(=O)c1cccc(C(F)(F)F)c1` (stereo unspecified)?
TTR transcr act: 7.2

How did Cc1ccccc1NC(=O)CN(C)S(=O)(=O)c1ccc2c(c1)n(C)c(=O)c(=O)n2C do in these assays?
TTR transcr act: -0.5

Results for Cc1cc2c(s1)c1cnn(Cc3cc(F)ccc3F)c(=O)c1n2C ?
TTR transcr act: 0.2

Results for Cc1ccc(-c2ccc(=O)n(CC(=O)NCc3ccco3)n2)cc1 ?
TTR transcr act: -1.0

How did CN1CCC/C1=C/C=C1\SC(=S)NC1=O do in these assays?
TTR transcr act: 2.9

Results for O=C(NCc1cc(C(F)(F)F)ccc1Cl)c1cccc2c1C(=O)c1ccc(N3CCCCC3)cc1S2(=O)=O ?
TTR transcr act: 0.3

How did CN(C)CCNC(=O)C(=O)NCC1OCCN1S(=O)(=O)c1ccc([N+](=O)[O-])cc1 (stereo unspecified) do in these assays?
TTR transcr act: 2.2

How did CCOC(=O)c1c(NC(=O)c2ccn(CC)n2)sc2c1CCCC2 do in these assays?
TTR transcr act: 0.0

What do the screens show for `COc1ccccc1-c1cc(NC=O)c2ncc(-c3cccc(C(C)=O)c3)n2c1`?
TTR transcr act: -0.9

Results for Cc1cc2nccc(-c3ccncc3)n2n1 ?
TTR transcr act: 2.8

What do the screens show for `COc1cccc(C(NC(C)=O)c2ccc3cccnc3c2O)c1` (stereo unspecified)?
TTR transcr act: -1.7

What do the screens show for `COc1cc(/C=C2\C(=N)N3N=C(C)SC3=NC2=O)cc(OC)c1OCCOc1ccccc1C`?
TTR transcr act: -0.7

How did Cn1c(C(=O)c2ccccc2[N+](=O)[O-])nc2ccccc21 do in these assays?
TTR transcr act: 0.4

How did CN(Cc1ccc(O)cc1)C1CCCCC1 do in these assays?
TTR transcr act: 3.6

What do the screens show for `CC(C)Sc1nnc(NC(=O)c2ccc3c(c2)OCO3)s1`?
TTR transcr act: 0.2

What do the screens show for `CC(=O)Cc1cc(O)c2ccccc2c1OC(=O)c1ccc(Br)cc1`?
TTR transcr act: -1.7

Results for Cc1nc(N)nc(N)c1Oc1ccc(Cl)cc1 ?
TTR transcr act: -2.5

Results for CCc1ccc2[nH]c(=O)c(CN(Cc3ccccc3OC)C(=O)Nc3ccccc3OC)cc2c1 ?
TTR transcr act: 1.3

Results for COc1cc(NC(=O)COC(=O)CSc2cc(C)ccc2C)c(C)cc1[N+](=O)[O-] ?
TTR transcr act: -1.0

Results for O=[N+]([O-])c1cc(S(=O)(=O)/N=C(/c2ccccc2)N2CCOCC2)ccc1Cl ?
TTR transcr act: 3.3

How did O=C(O)CCC(=O)c1ccc2sc3ccccc3c2c1 do in these assays?
TTR transcr act: 0.0

What do the screens show for `CC1CC(C)CN(CCCOc2ccccc2[N+](=O)[O-])C1` (stereo unspecified)?
TTR transcr act: -1.2

Results for COC(=O)c1c(NC(=O)C2COc3ccccc3O2)sc2c1CCN(Cc1ccccc1)C2 (stereo unspecified) ?
TTR transcr act: -1.8

What do the screens show for `CCCc1nnc(SCC(=O)NC2CC2)n1CC`?
TTR transcr act: 2.8

Results for CS(=O)(=O)N(CC(=O)N1CCN(c2ccccc2)CC1)c1cccc(Br)c1 ?
TTR transcr act: 4.5

What do the screens show for `Cc1cccc(OCc2nnc(SC(C)C(=O)O)n2-c2ccccc2)c1` (stereo unspecified)?
TTR transcr act: 1.9

How did CC(NC(=O)C(CC(=O)OC(C)(C)C)NC(=O)OC(C)(C)C)C(N)=O (stereo unspecified) do in these assays?
TTR transcr act: 1.1

Results for Cc1cc(NS(=O)(=O)c2ccc(NC(=O)c3oc4ccccc4c3C)cc2)no1 ?
TTR transcr act: 3.6

Part of the list above in order of count of non-hydrogen atoms, smallest number first.
Results for Cc1nc(N)nc(N)c1Oc1ccc(Cl)cc1 ?
TTR transcr act: -2.5

What do the screens show for `CCCc1nnc(SCC(=O)NC2CC2)n1CC`?
TTR transcr act: 2.8

What do the screens show for `Cc1cccc(OCc2nnc(SC(C)C(=O)O)n2-c2ccccc2)c1` (stereo unspecified)?
TTR transcr act: 1.9

Results for O=[N+]([O-])c1cc(S(=O)(=O)/N=C(/c2ccccc2)N2CCOCC2)ccc1Cl ?
TTR transcr act: 3.3

Results for Cc1cc(NS(=O)(=O)c2ccc(NC(=O)c3oc4ccccc4c3C)cc2)no1 ?
TTR transcr act: 3.6

Results for COC(=O)c1c(NC(=O)C2COc3ccccc3O2)sc2c1CCN(Cc1ccccc1)C2 (stereo unspecified) ?
TTR transcr act: -1.8

Results for CCc1ccc2[nH]c(=O)c(CN(Cc3ccccc3OC)C(=O)Nc3ccccc3OC)cc2c1 ?
TTR transcr act: 1.3

More records
How did COc1ccc(C2C(C(=O)c3ccco3)=C(O)C(=O)N2CCOCCO)cc1OC (stereo unspecified) do in these assays?
TTR transcr act: 0.8

Results for CC(NC(=O)COc1ccccc1)C(=O)N1CCN(c2ccccc2)CC1 (stereo unspecified) ?
TTR transcr act: 5.5

How did CCC1CCCCN1S(=O)(=O)c1ccc(C(=O)Nc2nnc(C3CC3)o2)cc1 (stereo unspecified) do in these assays?
TTR transcr act: 1.9

What do the screens show for `Cc1ccc(S(=O)(=O)N2CCN(C(=O)COc3ccc(-c4nnco4)cc3)CC2)cc1`?
TTR transcr act: 2.8

What do the screens show for `c1ccc2c(c1)CCCn1nnnc1-2`?
TTR transcr act: 2.6

How did COC(=O)c1sc(SC)c(S(=O)(=O)C(C)C)c1N do in these assays?
TTR transcr act: 8.1

What do the screens show for `COc1ccc2cc(C(=O)Nc3ccc(Cl)cc3)sc(=O)c2c1OC`?
TTR transcr act: -0.3

What do the screens show for `COc1cccc(C(=O)Oc2cc(N)n(S(=O)(=O)c3ccc(C)cc3)n2)c1OC`?
TTR transcr act: -2.5

How did Cc1cc(NC(=O)CSc2nnc(CNc3cccc(C(F)(F)F)c3)n2Cc2ccco2)no1 do in these assays?
TTR transcr act: 0.1

What do the screens show for `C[C@@H]1CC[C@@]23COC(=O)C2=CCC[C@@H]3[C@@]1(C)CC/C(=C/CO)CO`?
TTR transcr act: -2.7

Results for CCOc1ccccc1OCC(=O)NN1Cc2ccccc2C1=N ?
TTR transcr act: -1.3

How did CCCCNC(=O)CNC(=S)N(Cc1ccccc1)Cc1cccnc1 do in these assays?
TTR transcr act: 0.7

How did Cc1csc(NC(=O)CS(=O)(=O)Cc2ccccc2)n1 do in these assays?
TTR transcr act: 0.8

What do the screens show for `c1ccc(CSc2nccc(-c3ccco3)n2)cc1`?
TTR transcr act: -1.6

How did CCN(CC)c1ccc(NC(=O)COC(=O)CCC(=O)c2ccc(F)cc2)cc1 do in these assays?
TTR transcr act: -1.3

How did O=C1NC(=S)S/C1=C\c1coc2ccccc2c1=O do in these assays?
TTR transcr act: 0.9

Results for COc1cc(NC(=O)c2cc(C)on2)c(OC)cc1Cl ?
TTR transcr act: -0.4

Results for CCCCOCCCNC(=O)c1ccc([N+](=O)[O-])c(C)c1 ?
TTR transcr act: -0.2

Results for O=C(O)c1ccccc1NS(=O)(=O)c1cccc2cccnc12 ?
TTR transcr act: -3.5

How did CCCn1nnnc1NCc1ccc(SC)cc1 do in these assays?
TTR transcr act: -2.1

Results for CN(C)S(=O)(=O)c1cccc(NC(=O)c2cc3ccccc3o2)c1 ?
TTR transcr act: -1.9

Results for CSC(=S)N/N=C/c1ccccc1 ?
TTR transcr act: 4.2

What do the screens show for `O=S(=O)(c1ccc2c(c1)OCCO2)N1CCC(n2nnc3cc(F)ccc32)CC1`?
TTR transcr act: 0.0

What do the screens show for `COc1cccc(C2/C(=C(/O)c3ccccc3)C(=O)C(=O)N2Cc2ccco2)c1` (stereo unspecified)?
TTR transcr act: 8.5

Results for COc1ccc(C2CC(c3ccccc3)=NN2c2ccc(/C=N/NC(=O)c3ccncc3)cc2)cc1 (stereo unspecified) ?
TTR transcr act: 2.1

Results for CC(O)(c1ccc(F)c(F)c1)c1nc(-c2cccc(C(=O)O)c2)cs1 (stereo unspecified) ?
TTR transcr act: 13.2*

How did O=C(CCl)Nc1cccc(CP(=O)(c2ccccc2)c2ccccc2)c1 do in these assays?
TTR transcr act: -4.5

Results for COc1ccc(-c2cc(C(=O)NC(C(=O)O)C(C)C)c(C)o2)cc1OC (stereo unspecified) ?
TTR transcr act: -6.0

How did CC1CN(C(=O)CCNC(=O)c2ccccc2Cl)CC(C)O1 (stereo unspecified) do in these assays?
TTR transcr act: -0.6

What do the screens show for `O=C1CN(c2nc(-c3cccnc3)nc3scc(-c4ccccc4)c23)CCN1`?
TTR transcr act: 13.4*

What do the screens show for `O=C(NCc1cccnc1)c1cc(-c2cccs2)on1`?
TTR transcr act: -0.6

How did COc1cccc(N2CCN(C(=S)Nc3ccc(C)cc3C)CC2)c1 do in these assays?
TTR transcr act: 0.5

What do the screens show for `Cc1ccc(C(O)P(=O)(OC(C)C)c2ccc(N(C)C)cc2)cc1` (stereo unspecified)?
TTR transcr act: 1.1

What do the screens show for `Cn1nc(C(F)(F)F)cc1C(=O)O`?
TTR transcr act: 2.2

Results for CCCCn1nc2cc(C(=O)NCc3cc(C(F)(F)F)cc(C(F)(F)F)c3)ccc2c1OCC ?
TTR transcr act: 1.1

What do the screens show for `CN(C)c1ccc(N/C=C/C(=O)c2ccccc2)cc1`?
TTR transcr act: -4.3

By substructure, the entries above with an NH in an aromatic ring (2)
Results for Fc1ccccc1CSc1ncn[nH]1 ?
TTR transcr act: -0.3

Results for CCc1ccc2[nH]c(=O)c(CN(Cc3ccccc3OC)C(=O)Nc3ccccc3OC)cc2c1 ?
TTR transcr act: 1.3

(more compounds)
Results for Cc1ccc(C)c(SCC(=O)c2ccc[nH]2)c1 ?
TTR transcr act: 1.6

What do the screens show for `CCCCC(=O)N(C)c1c(C)nc2ccc(C(=O)N(C)Cc3ccco3)cn12`?
TTR transcr act: 3.8

How did CC(=O)Oc1cccc(N2C(=O)c3ccc(C(=O)O)cc3C2=O)c1 do in these assays?
TTR transcr act: -1.3

What do the screens show for `COC(=O)CNC(=O)C1(C)C=CCN1C(=O)c1ccccc1` (stereo unspecified)?
TTR transcr act: 4.5

Results for N#CC(c1ccc(O)cc1)N1CCN(C(C#N)c2ccc(O)cc2)CC1 (stereo unspecified) ?
TTR transcr act: -2.2
